GLP-1R agonist: activates the human GLP-1 receptor; 380,000 compounds, 0.007% hits; P43220; HEK293 GLP-1R CRE-luciferase, luminescence, 4-6 h; cells express a hypersensitive GLP-1R form; Potency, µM (top dose mostly 45.6 µM), for the others: top-dose activation, most hits filed as activators; further: potency means the concentration at half of the fitted maximal effect; % of control where 0% means no effect
Target sequence (P43220 whole entry, looked up): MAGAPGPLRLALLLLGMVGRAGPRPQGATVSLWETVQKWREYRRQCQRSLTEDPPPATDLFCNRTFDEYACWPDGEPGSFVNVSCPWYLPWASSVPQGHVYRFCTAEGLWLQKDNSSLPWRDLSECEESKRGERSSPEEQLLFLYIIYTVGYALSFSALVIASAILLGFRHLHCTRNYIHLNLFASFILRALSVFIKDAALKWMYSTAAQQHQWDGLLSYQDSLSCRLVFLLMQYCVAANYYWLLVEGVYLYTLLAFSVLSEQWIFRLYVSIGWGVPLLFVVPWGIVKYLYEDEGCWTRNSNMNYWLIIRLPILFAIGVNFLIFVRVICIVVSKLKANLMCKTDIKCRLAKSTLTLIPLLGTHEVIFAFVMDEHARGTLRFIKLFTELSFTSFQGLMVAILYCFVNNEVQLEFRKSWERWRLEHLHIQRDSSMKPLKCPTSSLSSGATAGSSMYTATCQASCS
GLP-1R inv ag: GLP-1 receptor (human) inverse agonism. 410,000 compounds, 1.6% hits. P43220. HEK293 GLP-1R CRE-luciferase, luminescence, 24 h; GLP-1R form is constitutively active. Potency, µM (top dose mostly 38.3 µM), for inactives: at the highest dose activity change, negative = inhibition, actives largely listed as inhibitors; further: potency means the concentration at half of the fitted maximal effect; on the % scale 0 is the no-effect control and ±100 the full control effect; nearly all actives have a fitted effect of over 55% in size
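Stable HEK293 clone (constitutively active GLP-1R + cAMP-response luciferase); 200 cells/uL plated, 12 h pre-culture, compound 24 hr, 37 deg C/5% CO2; detection reagent 12 min RT; luminescence.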
TDP43 rescue: TDP-43 toxicity inhibition in yeast. Potency, µM (highest dose often 46.1 µM), inactives show at the highest dose growth rescue (activation), usual class: activators. 410,000 compounds, 1.8% hits. AID 652104. TDP-43 expressing yeast growth rescue, BacTiter-Glo, 24 h; further: potency means the concentration at half of the fitted maximal effect; % of control where 0% means no effect; nearly all actives have a fitted effect of over 50% in size
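Readout is BacTiter-Glo luminescence of cell growth, so inhibitors register as activators. TDP-43-expressing yeast at OD600=0.02 in galactose medium, after raffinose pregrowth to mid-log, were incubated with compound for 24 hr at 30 deg C.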
PTHR1 agonist: activates the human parathyroid hormone receptor PTHR1. Potency, µM (doses to about 115 µM), for inactives: top-dose activation, most hits filed as activators. HEK293 GP2 PTHR1 cells, GloSensor cAMP luminescence, 1 h. Q03431. 410,000 compounds, 0.075% hits; further: potency means the concentration at half of the fitted maximal effect; nearly all actives have a fitted effect of over 55% in size; some results filed as inactive show a strong effect at the top dose; inactives centre near -15; many of its hits are not listed in these tables
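HEK-293-derived GP2 cells expressing PTHR1 and a GloSensor cAMP reporter, 3,000/well, plated overnight, given luciferin plus IBMX (each 0.5 mM as added) for 1 h at 37 °C, then compound for 1 h at 37 °C. Luminescence was read after 15 min at room temperature.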
aSyn yeast inh: rescues yeast growth from alpha-synuclein toxicity | Yeast expressing alpha-synuclein, growth rescue, BacTiter-Glo, 24 h | Potency, µM (series often up to 46.1 µM), for inactives: at the top dose growth rescue (activation), most hits filed as activators | 370,000 compounds, 0.14% hits; further: potency means the concentration at half of the fitted maximal effect; % of control where 0% means no effect; nearly all actives have a fitted effect of over 65% in size
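Readout is rescue of growth in alpha-synuclein-expressing yeast, so inhibitors of toxicity appear as activators. Growth after 24 hr at 30 deg C in galactose medium is quantified by luminescence.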
D3 ag: activates the human D3 dopamine receptor; AID 652048; P35462; 410,000 compounds, 0.58% hits; D3R DiscoveRx beta-arrestin cells, luminescence, 90 min; max activation, %; in the data active means max activation above about 30%; further: 0% is about no effect; mostly tested at two doses, the higher about 12 µM
Target sequence (P35462 whole entry, looked up): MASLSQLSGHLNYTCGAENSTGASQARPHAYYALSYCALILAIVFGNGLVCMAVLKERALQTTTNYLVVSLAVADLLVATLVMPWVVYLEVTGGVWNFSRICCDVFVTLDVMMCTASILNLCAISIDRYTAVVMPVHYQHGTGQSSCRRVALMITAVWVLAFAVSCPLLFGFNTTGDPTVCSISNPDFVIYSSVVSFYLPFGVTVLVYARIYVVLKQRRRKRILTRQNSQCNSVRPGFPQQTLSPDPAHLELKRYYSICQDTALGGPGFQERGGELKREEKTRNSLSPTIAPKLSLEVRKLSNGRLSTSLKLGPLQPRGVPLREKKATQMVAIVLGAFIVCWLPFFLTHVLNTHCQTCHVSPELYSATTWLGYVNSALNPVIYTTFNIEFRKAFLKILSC
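Agonist mode: compounds and dopamine controls were applied to plated cells for 90 min at 37 degrees C after an overnight attachment at 1500 cells/well. Luminescent read-out followed 30 - 60 minutes at room temperature with DiscoveRx detection reagent.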
DRD3 antagonist: antagonists of human D3 dopamine receptor | P35462 | D3R cells, DiscoveRx beta-arrestin luminescence, antagonist mode; hits give low values | max response, negative = inhibition, % | 360,000 compounds, 2.5% hits | AID 652054; in the data active means max response below about -50%; inconclusive means no clear call, values can overlap the other calls; further: on the % scale 0 is the no-effect control and ±100 the full control effect; mostly tested at two doses, the higher about 12 µM
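Cells expressing the human receptor were seeded at 1500 cells/well, incubated overnight at 37 degrees C in 5% CO2, then exposed to library compounds with dopamine controls for 90 minutes at 37 degrees C before luminescent detection.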
GLP1R cytotox: cytotoxicity in counter-screen for GLP-1R inverse agonists; 410,000 compounds, 0.13% hits; Potency, µM (series often up to 38.3 µM), for inactives: at the top dose activity change, negative = inhibition, hits mostly inhibitors; HEK293 cAMP-luciferase reporter cells, luminescence, 24 h;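 further: loss of luciferase light is scored as toxicity; potency means the concentration at half of the fitted maximal effect; on the % scale 0 is the no-effect control and ±100 the full control effect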
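Luminescence readout: signal drop marks cytotoxicity. Plated cells grew 12 h at 37 °C, 5% CO2, received 23 nL compound for 24 h, then got luciferase reagent, read after 12 min at RT.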
KB-V1 MDR tox: KB-V1 MDR subline cytotoxicity; KB-V1 MDR cells viability, CellTiter-Glo, 72 h; Potency, µM (top dose mostly 46.1 µM), for the others: top-dose activity change, negative = cytotoxicity, actives largely listed as cytotoxic; 400,000 compounds, 3.4% hits; further: potency means the concentration at half of the fitted maximal effect; on the % scale 0 is the no-effect control and ±100 the full control effect; nearly all actives have a fitted effect of over 60% in size
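Cytotoxicity toward P-gp-expressing KB-V1 cells was determined as loss of CellTiter-Glo luminescence after 72 h at 37 degrees C. Compounds were tested in quantitative HTS format across a concentration range, with curves fitted to normalized data.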
* marks the source's active call; other numbers are inactive results; i = inactive; ? = inconclusive; . = not tested or not shown; [ ] = remark or other dose. Unless noted, the call rests on the fitted dose curve; in most records, active means well fitted curve in the direction sought with a large enough effect; inconclusive means small, poorly fitted or top-dose-only effect, or another doubt; inactive means no such curve, though single readings can be large; an effect the other way counts as inactive or inconclusive.

SMILES	GLP-1R agonist	GLP-1R inv ag	TDP43 rescue	PTHR1 agonist	aSyn yeast inh	D3 ag	DRD3 antagonist	GLP1R cytotox	KB-V1 MDR tox
O=C(Nc1ccc(F)c(Cl)c1)Nc1csc2ccccc12	0%	?	-8%	-23%	-19%	-4	3	?	12µM*
CC(=O)c1ccc(S(=O)(=O)NCCOc2ccccc2)cc1	14%	8%	14%	-3%	4%	-3	-11	-10%	3%
CCCCn1cnc2c(SCCc3ccccc3)nc(N)nc21	3%	?	11%	-4%	2%	1	-10	-3%	0%
Cc1cccc(C)c1Nc1c(-c2ccc(N3CCOCC3)cc2)nc2cnccn12	8%	-31%	?	-19%	6%	-2	0	101%[activator]	-10%
COC(=O)c1ccc(NC(=S)NC2CC3CCC2C3)cc1 (stereo not given)	-4%	10µM*	?	-24%	-20%	-5	-19	?	-14%
O=C(CSc1nnc(Cc2ccccc2)n1Cc1ccco1)NC12CC3CC(CC(C3)C1)C2	9%	?	-20%	19%[57.5 µM]	-10%	3	5	-6%	-3%
Cc1ccsc1C(=O)NC1CCCCC1C (stereo not given)	-7%	?	2%	i	-6%	1	-20	13%	1%
CCOC(=O)C1CCCN(CC(=O)N2CCCc3c2c(=O)oc2ccc(OCc4ccccc4)cc32)C1 (stereo not given)	.	-12%	-14%	-11%	.	-14	.	1%	0%
CCC(C)(C)n1nnnc1C(c1ccc2ncccc2c1)N1CCCC(C)C1 (stereo not given)	5%	-9%	-1%	i	-1%	3	-26	-5%	-1%
CCN(CC)S(=O)(=O)c1ccc(N/N=C(\C)c2ccncc2)c([N+](=O)[O-])c1	9%	-13%	-6%	-9%	0%	4	-29	-3%	-24%
N#Cc1cc2c(nc1SCc1cccnc1)CCC2	18%	29%	-1%	-11%	25%	5	?	24%	-3%
CCCCN(C(=O)CCC(=O)O)C1CC(=O)N(c2ccc(OCCC)cc2)C1=O (stereo not given)	3%	26%	-4%	-14%[57.5 µM]	-9%	0	-1	-1%	28%
O=C(c1ccco1)N1CCN(C(=O)N2c3ccccc3Sc3ccccc32)CC1	23%	?	?	i	-9%	0	-22	3.2µM*	0.65µM*
O=C(Nc1nc(-c2ccc(Cl)s2)cs1)c1ccco1	5%	5%	?	-7%	-38%[inhibitor]	3	10	0%	?
CC1CCCCN1CCCNC(=O)c1cc(Sc2cccc(Cl)c2)nc2ccccc12 (stereo not given)	.	-9%	24%	-21%	.	-13	.	-12%	.
Cc1ccc(C(=O)Nc2ccccc2Cl)cc1	-1%	-7%	7%	-16%	4%	2	7	-4%	21%
O=S(=O)(N/N=C\c1cccn1-c1ccccc1)c1ccc2ccccc2c1	-9%	?	23%	i	21%	-2	-16	1%	-16%
CC1C(=O)N(Cc2cn(CCC3OCCCO3)nn2)CCS(=O)(=O)N1Cc1ccc(-c2ccccc2)cc1 (stereo not given)	2%	-4%	3%	i	-1%	-6	-9	6%	0%
O=C(C1CCN(S(=O)(=O)c2cccs2)CC1)N1CCc2ccccc2C1	0%	-8%	-2%	i	21%	-1	6	-10%	?
CCCc1cc(C(=O)NCc2ccco2)no1	-4%	7%	22%	-3%	-1%	3	3	2%	-4%
Cc1ccccc1CC(=O)N1CCN(C(=O)C2CCCO2)CC1 (stereo not given)	-5%	17%	6%	-69%[inhibitor]	2%	4	3	7%	0%
CCN(CC)c1ccc(C(=O)NNC(=O)CCl)cc1	-3%	-7%	.	i	-4%	-35	-126*	-27%	1%
CCOc1ccccc1C1CC(=O)NC(SCC)=C1C#N (stereo not given)	5%	10%	-10%	5%[57.5 µM]	-7%	-16	?	2%	-6%
COc1ccc(CCNC(=O)c2ccc(-c3ccc([N+](=O)[O-])cc3)o2)cc1OC	-16%	5%	5%	-21%	0%	9	12	-6%	?
O=C(NCCCn1ccnc1)c1nc(Cn2cc([N+](=O)[O-])cn2)no1	1%	11%	7%	i	-1%	-8	-14	15%	-5%
Cc1ccc(CN2CCC(C)(Oc3ccc(Cl)cc3)C2)cc1 (stereo not given)	-6%	3%	2%	-22%	10%	-15	-95*	15%	?
COc1ccc(-c2csc(NC(=O)CSc3nc(C)nc4sc(C(=O)O)c(C)c34)n2)cc1	6%	30%	0%	-22%	13%	14	7	6%	-8%
Cc1cccc(NC(=O)CSCC(=O)NCc2ccco2)c1	3%	3%	9%	-10%	-1%	-11	-17	0%	14%
CCCCSc1nc(C)cc(SCC(=O)N/N=C/c2ccccc2)n1	22%	?	-8%[0.397 µM]	-18%	12%	17	37	1%	-15%
Cc1ccc(N2CCN(/N=C/c3cccnc3)CC2)cc1	7%	-4%	-21%	-24%	-9%	4	17	-2%	-32%

Next section, starting with the last four of the part before.
SMILES	GLP-1R agonist	GLP-1R inv ag	TDP43 rescue	PTHR1 agonist	aSyn yeast inh	D3 ag	DRD3 antagonist	GLP1R cytotox	KB-V1 MDR tox
COc1ccc(-c2csc(NC(=O)CSc3nc(C)nc4sc(C(=O)O)c(C)c34)n2)cc1	6%	30%	0%	-22%	13%	14	7	6%	-8%
Cc1cccc(NC(=O)CSCC(=O)NCc2ccco2)c1	3%	3%	9%	-10%	-1%	-11	-17	0%	14%
CCCCSc1nc(C)cc(SCC(=O)N/N=C/c2ccccc2)n1	22%	?	-8%[0.397 µM]	-18%	12%	17	37	1%	-15%
Cc1ccc(N2CCN(/N=C/c3cccnc3)CC2)cc1	7%	-4%	-21%	-24%	-9%	4	17	-2%	-32%
COCCn1c(C(C)C)nc2sc3ccccc3c(=O)c2c1=O	8%	0%	-16%	i	-8%	5	-20	-4%	16µM*
Cc1[nH]c2ccccc2c1N=Nc1cc(C(=O)O)cc(C(=O)O)c1	-2%	10%	.	?	0%	-13	0	?	-10%
O=C(COc1cccc2ccccc12)N1c2ccccc2CCc2ccccc21	1%	?	7%	-10%	18%	4	5	18%	16µM*
CC1CCCCC1NC(=O)c1cncc(Br)c1 (stereo not given)	-2%	-5%	21%	i	0%	-1	-12	-13%	-17%
CCN(CC)C(=O)C1=C(C)N(CCCOC)C(=O)C(CC(=O)NC2CCCCC2)C1 (stereo not given)	0%	16%	13%	i	-32%[inhibitor]	0	29	6%	3%
COc1ccc(NC(=O)c2oc3ccccc3c2NC(=O)Cc2cccs2)c(OC)c1	0%	8%	-9%	1%	.	-6	.	0%	5%
O=C(N[C@H]1/C=C\[C@@H](O)CCCC1)OCc1ccccc1	-3%	-12%	1%	-10%	1%	-16	-14	0%	-1%
Cc1cccc(Nc2cc(=O)[nH]c(=O)[nH]2)c1C	-12%	7%	-4%	i	3%	8	-16	-1%	0%
Nc1cnnc(N/N=C\c2ccccc2)c1Cl	0%	12%	7%	i	0%	8	9	-10%	-8%
CCN(CC)c1nc(SCCOC(=O)Nc2ccccc2)nc(N(CC)CC)n1	26%	?	-10%	4%	1%	19	17	-15%	21µM*
CSc1ccccc1NC(=O)CN(C)C(=O)COc1ncnc2ccccc12	1%	11%	13%	i	1%	-1	-26	-5%	0%
O=C(COc1ccc(F)cc1)Nc1ccc(OCc2cc(=O)n3ccsc3n2)cc1	-1%	7%	?	-10%	.	3	.	0%	26%
COc1ccc(CN(C(=O)CO/N=C/c2ccccc2)c2ccccc2C(=O)O)cc1	6%	3%	-14%[9.22 µM]	i	2%	-8	1	3%	0%
CN1CCN(c2oc(-c3ccc([N+](=O)[O-])cc3)nc2C#N)CC1	-3%	5%	-2%	i	-6%	-6	-9	1%	10%
c1ccc(CCN2CCN=C2Nc2ccccc2)cc1	-4%	19%	23%	-14%	0%	-28	?	4%	10%
COc1ccc(CCNc2ccc(S(N)(=O)=O)cn2)cc1	5%	25%	-19%	i	-1%	-4	11	23%	4%
CCN(C(C)=O)c1nc(CCl)cs1	-5%	3%	.	i	2%	11	40	-1%	11%
C=CCC[C@@H](CCCCC)OC(=O)/C=C/[C@H](O)[C@@H](O)C[C@H](O)CC=C	8%	?	28%	-13%	20µM*	-2	4	-11%	-13%
CC(C)n1c(N2CCN(C(=O)Nc3ccc(Cl)cc3)CC2)nc2ccccc21	-7%	?	4%	-21%	-4%	-4	-4	-11%	17%
CN1CCCC(OC(=O)c2ccc(S(=O)(=O)N(C)C)cc2)C1 (stereo not given)	-3%	7%	12%	i	-1%	1	12	2%	13%
COc1cc(CN2C[C@@H](CO)O[C@@H](n3cnc4c(N5CCOCC5)ncnc43)C2)cc(OC)c1OC	20%	20%	16%	-22%	0%	8	12	6%	4%
Fc1cccc(/C=N/Nc2cc(N3CCOCC3)ncn2)c1	1%	10%	?	i	1%	5	17	7%	0%
O=C1c2ccccc2-c2onc3c(Br)cc(NC4CCCCC4)c1c23	.	8%	?	i	.	10	.	4%	2%
CCOc1ccc(CCNc2ccc3nnc(-c4ccccc4)n3n2)cc1OCC	16%	81%[activator]	16%	i	-1%	4	65	-17%	0%
NC(=O)c1cn(-c2ccccc2)nc1-c1cc2ccccc2oc1=O	-2%	0%	-2%	?	-3%	-2	-25	1%	19%
Cc1cccc(-c2noc(-c3ccccc3OCC(=O)Nc3ccc([N+](=O)[O-])cc3)n2)c1	.	0%	5%	i	.	2	.	1%	19%
Cc1ccc(OCC(=O)Nc2ccccc2F)cc1	-2%	3%	?	-22%	2%	16	4	-2%	3%
CCOC(=O)c1c(C2CC2)csc1NC(=O)COC(=O)c1cnc(Cl)c(Cl)c1	-1%	10%	3%	-1%	-1%	-5	-22	1%	?

From PubChem BioAssay

The list is partial; the hit share may differ from the screen's.
